# Coupling enz: counter-screen for Giardia aldolase inhibitors: coupling enzyme system; hit rate 0.67% among 290,000; coupling enzyme system counterscreen, AmpLite Red fluorescence; AID 2472; activity change, negative = inhibition, % at 58.2 µM, hits read low; in the data active = activity change below about -30%; also: % is scaled to controls: 0 for no effect and ±100 for the full control effect
#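 Final compound at 57.5 uM, incubated 10 min at RT with coupling enzyme reagent (glyceraldehyde-3-phosphate), then 20 min with substrate and AmpLite Red detection. Fluorescence read at 525/598 nm; tests interference with the coupling assay, not aldolase inhibition.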
# PTAP TSG101 blk: blocks PTAP/TSG101 interaction to inhibit HIV-1 budding | Fluorescence polarization, FITC-PTAP peptide / Tsg101 binding | 340,000 tested, under 10 active | Potency, µM (doses to about 115 µM), inactives show top-dose activity change, negative = inhibition, usual class: inhibitors | Q99816; active = well fitted inhibition curve with a large enough effect in the main read-out, with a control signal flat, not every such curve was filed as active; inconclusive = small, poorly fitted or top-dose-only effect, or effect the other way, or a change in a side signal; inactive = no such curve, though single readings can be large or run the other way; also: potency is read from the fitted curve at half-maximal effect; % of control where 0% means no effect
#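 Fluorescence anisotropy tracks displacement of a FITC-tagged PTAP peptide (50 nM) from the Tsg101 binding domain (10 uM), following a 20 min room-temperature incubation at pH 7.5.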
# B2AR arrestin: agonists driving beta-arrestin recruitment to human beta2-adrenergic receptor | Potency, µM (titrated, usually from 46.1 µM), for the others: at the top dose activation, actives largely listed as activators | AID 492947 | hit rate 0.02% among 330,000 | beta-arrestin recruitment to beta2AR, cell-based reporter;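 also: potency is read from the fitted curve at half-maximal effect; 0% = DMSO controls and full agonism = EC100 isoproterenol or metaproterenol; nearly all actives have a fitted effect of over 65% in size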
# Target sequence (P07550 whole entry, looked up): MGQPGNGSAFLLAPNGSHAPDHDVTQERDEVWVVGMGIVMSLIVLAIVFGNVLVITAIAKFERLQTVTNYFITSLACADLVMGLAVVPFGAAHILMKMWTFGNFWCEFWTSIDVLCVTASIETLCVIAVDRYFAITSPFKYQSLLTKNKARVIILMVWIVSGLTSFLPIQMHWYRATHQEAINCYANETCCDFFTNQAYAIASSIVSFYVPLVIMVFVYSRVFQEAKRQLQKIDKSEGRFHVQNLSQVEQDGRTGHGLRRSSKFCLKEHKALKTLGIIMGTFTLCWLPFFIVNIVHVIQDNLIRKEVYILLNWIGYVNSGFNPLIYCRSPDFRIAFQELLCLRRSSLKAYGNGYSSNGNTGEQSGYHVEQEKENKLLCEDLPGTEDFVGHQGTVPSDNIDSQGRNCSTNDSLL
# a7 integrin act: activates integrin-mediated alleviation for muscular dystrophy; alpha7betagal myoblasts, beta-gal FDG fluorescence, 48 h; Potency, µM (doses to about 38.3 µM), for the others: top-dose activation, usual class: activators; hit rate 0.064% among 350,000; AID 624291;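 also: potency is read from the fitted curve at half-maximal effect; 100% = response of the positive control SU9516; nearly all actives have a fitted effect of over 60% in size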
#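 Alpha7betagal+/- myoblasts (passage 13) were plated 16-24 hr, then exposed to compounds (1:260 dilution of DMSO stock) for 48 hours at 37C. After MPER lysis, β-galactosidase reporter activity was read as FDG fluorescence (ex 480/em 540) after 30 minutes.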
# Chronic BCR inh: inhibitors of chronic active B-cell receptor signaling; Potency, µM (titrated, usually from 46.1 µM), for the others: at the top dose ratio change, negative = lower green/red ratio, most hits filed as inhibitors; ABC-DLBCL IkBa-CBG/CBR reporter, luminescence ratio, 4 h; AID 493014; hit rate 0.05% among 340,000; active = well fitted inhibition curve with a large enough effect in the signal ratio, with a control signal flat, not every such curve was filed as active; inconclusive = small, poorly fitted or top-dose-only effect, or effect the other way, or a change in a side signal; the % refers to the signal ratio;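 also: potency is read from the fitted curve at half-maximal effect; plate controls were basal doxycycline-induced cells for no effect and cells given 10 µM MG132 for full effect; MG132 reads +100%, hits lower the ratio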
#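 Compounds up to 46 uM were incubated four hours with TMD8 cells whose green CBG68 luciferase is fused to IkappaBalpha; red CBR luminescence normalised the signal, and concentration-effect curves were fitted to fusion, red and ratio data.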
# S-ASM inh: human S-ASM enzyme inhibition; placental ASM, HMU-PC fluorogenic substrate, 60 min; Potency, µM (titrated, usually from 57.5 µM), without a hit: top-dose activity change, negative = inhibition, hits mostly inhibitors; hit rate 0.006% among 340,000; AID 504937; also: potency is read from the fitted curve at half-maximal effect
# Target sequence (P17405 47-631 limits assumed): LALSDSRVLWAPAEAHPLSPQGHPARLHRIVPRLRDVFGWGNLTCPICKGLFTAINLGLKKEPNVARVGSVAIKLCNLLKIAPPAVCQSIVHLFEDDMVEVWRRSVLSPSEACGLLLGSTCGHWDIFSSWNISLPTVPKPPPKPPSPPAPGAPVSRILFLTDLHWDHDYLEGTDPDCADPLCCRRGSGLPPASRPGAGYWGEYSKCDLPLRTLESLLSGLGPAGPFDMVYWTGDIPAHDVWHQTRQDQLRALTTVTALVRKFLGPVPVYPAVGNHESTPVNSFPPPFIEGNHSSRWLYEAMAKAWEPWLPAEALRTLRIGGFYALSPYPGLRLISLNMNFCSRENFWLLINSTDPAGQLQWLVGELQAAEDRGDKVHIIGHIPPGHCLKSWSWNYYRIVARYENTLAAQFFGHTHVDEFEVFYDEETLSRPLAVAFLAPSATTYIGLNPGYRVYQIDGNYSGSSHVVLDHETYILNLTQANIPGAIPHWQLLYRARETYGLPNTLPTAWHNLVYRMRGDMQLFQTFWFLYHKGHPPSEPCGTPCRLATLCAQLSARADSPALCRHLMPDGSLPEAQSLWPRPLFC
#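 Steps: dispense placental human ASM, pin compound, wait 10 min at room temperature, add HMU-PC0 substrate at 9 uM final, incubate 60 min at 37 °C, add stop solution raising pH to 10, read fluorescence.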
# Menin-MLL TR inh: displaces Texas Red mutant MLL peptide from human menin | Menin + Texas Red MLL mutant peptide, fluorescence polarization | Potency, µM (top dose mostly 61.6 µM), without a hit: at the top dose FP activity change, negative = inhibition, most hits filed as inhibitors | hit rate 0.23% among 270,000; active = well fitted inhibition curve with a large enough effect in the polarisation, with a control signal flat, not every such curve was filed as active; inconclusive = small, poorly fitted or top-dose-only effect, or effect the other way, or a change in a side signal; inactive = no such curve, though single readings can be large or run the other way; the % refers to the polarisation; also: potency is read from the fitted curve at half-maximal effect; % of control where 0% means no effect; many of its hits are not listed in these tables
# GALK inh: blocks human galactokinase activity; P51570; Potency, µM (series often up to 57.5 µM), for inactives: at the top dose activity change, negative = inhibition, usual class: inhibitors; Purified GALK, Kinase-Glo residual ATP luminescence; hit rate 0.007% among 270,000; AID 1868; also: potency is read from the fitted curve at half-maximal effect; % is scaled to controls: 0 for no effect and ±100 for the full control effect
#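 5 nM enzyme, 35 uM ATP, 100 uM galactose, 20 mM HEPES pH8.0, 5 mM MgCl2; 1 h RT; residual ATP by Kinase-Glo Plus luminescence, qHTS format.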
# Giardia kill: kills Giardia lamblia. Giardia lamblia trophozoite viability. activity change, % at 7.66 µM, hits read low. hit rate 0.15% among 340,000; in the data active = activity change below about -80%; inconclusive = between about -30% and that limit;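 also: parasites exposed to compound for two days anaerobically before the ATP read; % is scaled to controls: 0 for no effect and ±100 for the full control effect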
#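 Trophozoites 100 cells/well + cpd; 48 hrs, 37 deg C, anaerobic. ATPLite 1-Step added, 15-30 min RT, luminescence read (ATP-based viability).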
# Tb PFK block: inhibitors of T. brucei phosphofructokinase. O15648. T. brucei PFK, ADP-Glo luminescence. Potency, µM (highest dose often 57.5 µM), inactives show at the top dose activity, negative = inhibition, hits mostly inhibitors. hit rate 0.17% among 330,000;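 also: potency is read from the fitted curve at half-maximal effect; 0% = uninhibited 1x PFK enzyme wells and -100% = no-enzyme wells; nearly all actives have a fitted effect of over 60% in size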
#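 ADP-Glo luminescence quantified ADP after 45 min at room temperature, with 1.25 nM T. brucei PFK, 0.1 mM ATP and 0.5 mM fructose-6-phosphate in pH 8.0 TEA buffer. qHTS titrations up to 57 µM; curves classified by quality.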
# PKM2 activator: activators of human pyruvate kinase M2; Potency, µM (top dose mostly 57.5 µM), for the others: at the top dose activation, most hits filed as activators; P14618; hit rate 0.34% among 260,000; purified PKM2, Kinase-Glo ATP luminescence, activation; response scale: 0% is enzyme alone, no compound; also: potency is read from the fitted curve at half-maximal effect; % is scaled to controls: 0 for no effect and ±100 for the full control effect; nearly all actives have a fitted effect of over 55% in size
#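 Purified hPK-M2 (>95%) run at intermediate activity with 0.1 mM ADP and 0.5 mM PEP in 50 mM imidazole pH 7.2, KCl, MgCl2; 1 h room temperature. ATP formed read by Kinase-Glo luminescence; normalized to uninhibited and no-enzyme controls.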
# * hit, by the source's call; ? = inconclusive; · = no result given; [ ] = remark or other dose. Unless noted, calls follow the shape of the dose curve; as a rule, active = well fitted curve in the direction sought with a large enough effect; inconclusive = small, poorly fitted or top-dose-only effect, or another doubt; inactive = no such curve, though single readings can be large; an effect the other way counts as inactive or inconclusive. This is a subset. The share of hits here may be higher or lower than overall.
compound,Coupling enz,PTAP TSG101 blk,B2AR arrestin,a7 integrin act,Chronic BCR inh,S-ASM inh,Menin-MLL TR inh,GALK inh,Giardia kill,Tb PFK block,PKM2 activator
CC(NC(=O)c1ccco1)C12CC3CC(CC(C3)C1)C2 (stereo not given),·,0%,-0.1%,-34%,2%,2%,·,·,18,-1%,·
Cc1nn(CC(C)C(=O)N2CCN(S(=O)(=O)c3ccc(Cl)cc3)CC2)c(C)c1C (stereo not given),0,-1%,0.0%,-57%[inhibitor],-3%,0%,8%,0%,16,1%,-1%
COc1ccc(/C=C(\NC(=O)c2ccc(Cl)cc2)C(=O)NCCCn2ccnc2)cc1OC,2,-5%,0.1%,3%,0%,-2%,·,5%,-3,0%,·
CC1CCCCN1C(=O)CSc1nnc2c(n1)[nH]c1ccc(F)cc12 (stereo not given),3,-1%,0.0%,5%,1%,-4%,-1%,6%,-18,0%,1%
COc1ccc(C)cc1NC(=O)c1cc(S(=O)(=O)N2CCCC2)cn1C,4,-11%,0.4%,18%,6%,-2%,-11%,·,?,6%,3%
Cc1ccc(OCC(=O)N2CCN(S(=O)(=O)c3ccc(Cl)s3)CC2)cc1C,·,-6%,0.2%,-9%,0%,-5%,·,·,14,-2%,·
CCOc1ccc(/C=N/n2c(COc3ccccc3)n[nH]c2=S)cc1OC,4,-9%,0.1%,-24%,-3%,-1%,37%[activator],3%,-2,0%,·
CCn1c(SC/C=C/c2ccccc2)nnc1-c1cnccn1,0,-5%,-0.1%,-15%,0%,2%,-20%,-1%,3,13%,10%
Cn1c(CN2CCOCC2)nc2cc(NC(=O)c3ccc(Cl)cc3)ccc21,1,-1%,-0.7%,13%,?,-6%,-16%,4%,7,4%,0%
Cc1nc2sc3c(c2c(=N)n1N)CC(C)(C)OC3,1,-7%,0.3%,1%,-2%,11%,3%,5%,-6,1%,-2%
NC(=O)c1nn2c(C(F)(F)F)cc(-c3ccccc3)nc2c1Br,3,-5%,-1.0%,-25%,-16%,-3%,7%,5%,?,-6%,-1%
Cc1cc(NC(=O)COc2ccc(C)c(C)c2)no1,2,-9%,-0.4%,-23%,?,0%,0%,0%,13,0%,·
O=C(O)CC(NC(=O)c1ccco1)c1ccco1 (stereo not given),·,-2%,0.5%,16%,1%,-1%,·,-2%,-3,-6%,-7%
Cc1noc(C)c1N=Nc1ccccc1C(=O)O,1,-3%,-0.1%,18%,5%,-3%,-1%,0%,2,-2%,0%
COc1cc(NC(=O)c2ccc3snnc3c2)cc(OC)c1,-1,0%,-0.7%,9%,?,-1%,·,3%,4,0%,-2%
O=C(NNc1nc2cc3c(cc2s1)OCO3)c1cccc(F)c1,0,-3%,-1.2%,-14%,?,3%,?,·,9,0%,-14%
COc1ccc(CCN=C(N)NS(=O)(=O)c2cc(F)ccc2F)cc1,3,-1%,-0.5%,6%,-3%,5%,1%,-2%,-3,?,-4%
Cc1cc(NC(=O)C2CC2)n(-c2nc3ccccc3s2)n1,2,2%,0.0%,-13%,6%,-1%,3%,-2%,-21,1%,0%
CCCC(=O)N1CCN(Cc2nc3cc([N+](=O)[O-])ccc3n2C)CC1,-3,-3%,-0.9%,-7%,-7%,0%,-9%,·,8,-5%,·
COc1ccc(OC)c(NC(=O)COC(=O)c2ccc(-n3cnnn3)cc2)c1,1,-6%,-0.1%,0%,2%,3%,13%,2%,-10,3%,-2%

# Part of the list above in order of SMILES length, ascending.
compound,Coupling enz,PTAP TSG101 blk,B2AR arrestin,a7 integrin act,Chronic BCR inh,S-ASM inh,Menin-MLL TR inh,GALK inh,Giardia kill,Tb PFK block,PKM2 activator
Cc1noc(C)c1N=Nc1ccccc1C(=O)O,1,-3%,-0.1%,18%,5%,-3%,-1%,0%,2,-2%,0%
CCn1c(SC/C=C/c2ccccc2)nnc1-c1cnccn1,0,-5%,-0.1%,-15%,0%,2%,-20%,-1%,3,13%,10%
Cc1nn(CC(C)C(=O)N2CCN(S(=O)(=O)c3ccc(Cl)cc3)CC2)c(C)c1C (stereo not given),0,-1%,0.0%,-57%[inhibitor],-3%,0%,8%,0%,16,1%,-1%

# More entries.
# Under each structure – Coupling enz	PTAP TSG101 blk	B2AR arrestin	a7 integrin act	Chronic BCR inh	S-ASM inh	Menin-MLL TR inh	GALK inh	Giardia kill	Tb PFK block	PKM2 activator
> O=Cc1[nH]c2ccccc2c1N(C(=O)CCl)c1ccccc1
    2	-3%	4.2%	-48%[inhibitor]	2%	3%	·	3%	2	-3%	1%
> C=CC[C@H](CC(=O)N(CCO)Cc1ccccc1)C(=O)N[C@@H](COC(=O)[C@@H](CC=C)Cc1ccc(F)cc1)Cc1c[nH]c2ccccc12
    ·	-4%	-1.2%	-46%[inhibitor]	?	6%	·	·	3	0%	·
> O=C(O)C1CC=CCC1C(=O)Nc1ccc(N2CCN(Cc3ccccc3)CC2)cc1 (stereo not given)
    1	-6%	-0.3%	20%	-1%	9%	-5%	1%	-7	2%	1%
> CC(=O)NN1C(=O)c2ccc(Oc3ccc([N+](=O)[O-])cc3)cc2C1=O
    0	-8%	-0.1%	32%	-13%	2%	-5%	5%	-14	-5%	-3%
> NS(=O)(=O)c1ccc(NC(=O)c2cccc(Cl)c2)cc1
    3	-5%	-0.7%	0%	-8%	-2%	·	·	4	4%	1%
> COc1ccccc1N1CCN(Cc2ccc(Br)o2)CC1
    0	-5%	-0.3%	1%	?	4%	?	1%	3	0%	0%
> CC(NC(=O)c1ccc(N(C)C)cc1)c1ccc(F)cc1 (stereo not given)
    3	1%	0.4%	0%	0%	0%	-15%	9%	0	4%	11%
> Cc1cccc(N2C(=O)CC(N3CCN(C(=O)c4ccccc4)CC3)C2=O)c1 (stereo not given)
    2	-5%	-0.2%	24%	?	-1%	24%	-6%	3	-1%	-6%
> Cn1ccnc1Sc1nc2ccccc2nc1NS(=O)(=O)c1ccccc1
    7	-10%	-0.3%	-18%	?	11%	-3%	10%	-5	0%	-2%
> CCc1c(C)sc(NC(=O)c2cc(C(C)C)on2)c1C#N
    -3	-2%	0.1%	18%	?	-5%	9%	4%	-13	0%	0%
> C=CCOc1ccc(C(=O)Nc2ccccc2C(=O)NCc2cccnc2)cc1
    -3	-1%	0.1%	-2%	?	3%	49%[activator]	0%	-15	0%	·
> C[C@@H]1CCC(=O)N(C[C@@H](C)CSc2ccccc2)CC1
    2	1%	0.0%	6%	5%	6%	-1%	·	-5	-1%	3%
> COC(=O)N/N=C(\CCC(=O)O)c1cccs1
    1	-4%	-0.5%	-8%	-2%	3%	·	1%	9	-2%	-10%
> O=C(CN1CCCC1)Nc1cc(C(F)(F)F)ccc1Cl
    -1	-1%	-1.0%	10%	0%	5%	4%	-1%	27	3%	4%
> CCOc1cc(C(=O)N(CC)CC(=O)Nc2c(F)cccc2F)ccc1OCC(=O)N1CCOCC1
    ·	1%	-0.1%	10%	2%	-5%	·	·	7	-4%	·
> COc1ccc(C2C(C(C)=O)=C(C)N=c3s/c(=C/c4ccc5c(c4)OCO5)c(=O)n32)cc1 (stereo not given)
    -2	·	-0.4%	·	14%	·	19%	-1%	·	1%	-7%
> Cc1ccc(-n2c(SCC(=O)N/N=C/c3ccccc3C(=O)O)nnc2-c2ccccc2)cc1
    12	-14%	0.2%	-2%	10%	5%	·	·	-13	-4%	0%
> Cc1nnc(SCC(=O)Nc2ccc([N+](=O)[O-])cc2)n1CC1CCCO1 (stereo not given)
    2	-4%	-0.2%	-1%	0%	2%	·	-2%	-9	-2%	·
> CCOC(=O)Cn1c(=O)n(Cc2ccco2)c(=O)c2ccc(C(=O)NC3CCCC3)cc21
    4	-5%	0.1%	-13%	?	-4%	8%	1%	9	3%	0%
